Cardio protect: myocardial damage modulation in H9c2 cells | AID 588492 | protection from H2O2 cell death, % at 20 µM | 0.63% of 360,000 active | H9c2 cardiomyocytes, H2O2 injury protection, ATPLite, 2 h;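 active = compounds giving at least 50% protection of heart cells from peroxide-induced death in the single-dose screen, raw or plate-pattern-corrected value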;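 note: 0% = DMSO wells with peroxide and 100% = DMSO wells without peroxide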
HTR2A ag: agonists of mouse serotonin 5-HT2A receptor (HTR2A). P35363. CHO-K1 mHTR2A beta-arrestin complementation, luminescence; percent of 30 µM serotonin response. activation, % at 7.6 µM. 0.66% of 360,000 active;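 active = activation above a run cutoff, the mean activation of all tested compounds plus 3 SD, cut at about 14% in these data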;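 note: 0% = plate median of compound wells and 100% = 30 µM serotonin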
Target sequence (P35363 whole entry, looked up): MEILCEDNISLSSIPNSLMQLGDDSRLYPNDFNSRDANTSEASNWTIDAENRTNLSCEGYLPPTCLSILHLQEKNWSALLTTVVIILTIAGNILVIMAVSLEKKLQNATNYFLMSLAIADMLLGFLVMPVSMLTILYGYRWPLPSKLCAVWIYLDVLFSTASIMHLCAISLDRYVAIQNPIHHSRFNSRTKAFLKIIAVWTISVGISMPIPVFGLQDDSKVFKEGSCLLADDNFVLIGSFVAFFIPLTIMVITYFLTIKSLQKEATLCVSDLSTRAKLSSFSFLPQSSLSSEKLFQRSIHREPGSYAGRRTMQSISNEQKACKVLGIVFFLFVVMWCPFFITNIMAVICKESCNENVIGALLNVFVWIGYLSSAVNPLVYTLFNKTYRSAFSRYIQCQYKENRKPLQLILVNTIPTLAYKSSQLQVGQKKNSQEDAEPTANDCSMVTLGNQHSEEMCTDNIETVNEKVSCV
MC4R ag barr: agonists of human melanocortin 4 receptor (MC4R) beta-arrestin; P32245; U2OS MC4R beta-arrestin complementation, luminescence; percent of melanotan II response, DMSO zero; activation, % at 8.9 µM; 0.98% of 360,000 active; AID 540308;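 active = activation above a per-plate cutoff, the mean activation of sample wells on that plate plus 3 SD, cut at about 8% in these data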
Target sequence (P32245 whole entry, looked up): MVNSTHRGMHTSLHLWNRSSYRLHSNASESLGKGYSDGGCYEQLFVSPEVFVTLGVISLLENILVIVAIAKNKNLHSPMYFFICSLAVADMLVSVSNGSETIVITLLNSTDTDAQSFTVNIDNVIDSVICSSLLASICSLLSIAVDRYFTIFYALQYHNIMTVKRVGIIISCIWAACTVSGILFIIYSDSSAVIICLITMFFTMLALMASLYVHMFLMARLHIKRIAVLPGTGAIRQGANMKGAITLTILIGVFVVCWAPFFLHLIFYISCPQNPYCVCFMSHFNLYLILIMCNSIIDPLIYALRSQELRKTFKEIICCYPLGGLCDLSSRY
ABHD5 PLIN5 PPI: inhibitors of human ABHD5-perilipin-5 interaction; Q00G26+Q8WTS1; 0.78% of 360,000 active; inhibition, % at 4 µM; Split G. princeps luciferase complementation, luminescence, 4 h;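 active = inhibition above the mean inhibition across every tested compound plus 3 SD, cut at about 22% in these data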;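 note: 0% = DMSO only wells and the 100% control is not disclosed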
aDG glyco up: alpha-DG glycosylation activation. Pro5-aDG cells, alpha-DG glycosylation AlphaScreen (IIH6); 0% Pro5, 100% B10-LARGE cell signal. activation, % at 10 µM. 0.22% of 360,000 active;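 active = activation of at least 8% versus controls, or a plate z-score of at least 8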;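 note: Pro5 are CHO cells carrying HIG-tagged alpha-DG that lacks glycosylation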
hiPSC survival: hiPSC single-cell survival enhancement; ATPlite luminescence; 100% = ROCK inhibitor wells, 0% = DMSO; survival enhancement, % at 20 µM; 0.044% of 360,000 active; AID 602274; in the data active = survival enhancement above about 18%;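 note: cells exposed to compounds for 16 hours before the ATP read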
N-glyco inh: N-linked glycosylation inhibition; D54 ERlucT glycosylation luciferase reporter, 24 h; percent of 100 nM tunicamycin response; AID 588692; 0.23% of 360,000 active; reporter increase, % at 12.5 µM;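 active = mean luciferase reporter signal, scaled so untreated is 0 and the glycosylation-blocking control 100, at or above a set limit in every replicate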;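 note: luciferase carries N-glycosylation sites so blocking glycosylation raises the light; 0% = median of neutral control wells and 100% = median of 100 nM tunicamycin wells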
MC4R antag cAMP: human MC4R antagonism in cAMP assay | 0.48% of 360,000 active | inhibition, % at 6.5 µM | MC4R-expressing cells, MTII-stimulated cAMP, LANCE TR-FRET | P32245 | AID 540295;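 active = inhibition above its plate's cutoff, the mean of tested wells on that plate plus 3 SD, cut at about 29% in these data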;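 note: 0% = Melanotan II alone and 100% = Melanotan II plus saturating MCL0020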
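material = U2OS cells stably expressing human melanocortin 4 receptor (MC4R) | also added = Melanotan II challenge | dosing = single nominal compound dose of 6.5 µM | detection = TR-FRET with Eu-cAMP and labeled anti-cAMP, 671 nm | replication = singlicate | timing = compound 30 min, challenge 1 h, detection 1 h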
Granule exo inh: lytic granule exocytosis inhibition | TALL-104 LAMP-1 surface exposure, flow cytometry; cells stimulated with thapsigargin and PMA | inhibition, % at 10 µM | 0.66% of 360,000 active | AID 651702;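 active = inhibition above about 55%, limit read from the data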
ABCB6 inh MLPCN: blocks the human ABCB6 transporter. Q9NP58. K562-ABCB6 porphyrin accumulation, flow cytometry, 1 h; active compounds read low. fluorescence ratio to DMSO, % at 10 µM. 0.19% of 360,000 active. AID 602162;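 active = fluorescence ratio to DMSO below 75%, the collection mean minus 3 SD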;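 note: signal is porphyrin accumulated inside mitochondria; 100% equals median channel fluorescence of DMSO control wells; lower ratio means ABCB6 inhibition with less porphyrin fluorescence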
* = called active by the depositor; · = not tested or not shown.

SMILES	Cardio protect	HTR2A ag	MC4R ag barr	ABHD5 PLIN5 PPI	aDG glyco up	hiPSC survival	N-glyco inh	MC4R antag cAMP	Granule exo inh	ABCB6 inh MLPCN
c1ccc(-c2c[nH]c3[n+]2CCCCC3)cc1	-14	0	0.0	0	-0.1	-0.5	-1	9	-2	99
O=C(c1ccco1)N1CCN(c2nc(C3CC3)nc3c2nnn3Cc2ccccc2Cl)CC1	-10	2	-1.6	8	-0.1	-3.3	-7	0	0	97
CCN(CC)C(=O)C1=C(C)N(Cc2ccc(C(C)(C)C)cc2)C(=O)C(CC(=O)NCc2ccco2)C1 (stereo not drawn)	-3	4	1.0	8	0.5	-1.3	2	10	0	93
COc1ccccc1-n1nnnc1SCC(=O)Nc1ccc(C)c(N)c1	-2	-4	-1.0	9	-0.1	0.0	-1	5	10	97
Cc1nn(C)cc1C(=O)c1ccccc1	4	5	-1.7	-2	-0.2	-0.8	4	5	-1	97
Nc1nonc1-n1nnc(C(=O)N/N=C/c2cccc(F)c2)c1-c1ccc2c(c1)OCO2	11	1	-4.4	-16	-0.2	-0.2	2	7	1	80
COc1cc(C(=O)OCC(=O)NCc2ccccc2)cc(NC(=O)c2ccco2)c1OC	18	1	-0.9	-5	-0.1	-0.7	1	1	-2	92
CC1=CC(C)(C)n2c(O)c(N=NC(N)=S)c3c(C)c(C)cc1c32	-5	-2	1.6	6	-0.1	0.3	-1	8	-3	91
COc1ccc(C2=NN(C(=O)CSc3nnc(-c4ccccc4F)o3)C(c3ccco3)C2)cc1 (stereo not drawn)	-3	1	-2.6	-3	-0.1	-0.7	-1	-1	9	105
CCOc1ccc(-n2cnc3c(=O)[nH]c(N)nc32)cc1	2	3	-0.3	8	-0.1	0.6	0	12	-2	101
COc1ccnc(CSC(N)=Nc2ccccc2OC)c1	4	-3	-0.6	-22	0.2	-0.7	0	1	-6	93
COc1ccc(NC(=S)N2CCN(C(=O)c3ccco3)CC2)cc1	0	2	0.2	9	0.6	-0.2	-1	0	0	100
Cc1cc(=O)oc2c(C)c(OCC(=O)NC3CC(C)(C)NC(C)(C)C3)ccc12	2	3	0.2	8	0.1	-0.8	1	14	0	105
CC1C/C(=N\NC(=O)c2ccc(NS(=O)(=O)c3ccc(Br)cc3)cc2)CC(C)(C)C1 (stereo not drawn)	1	-5	-1.8	-10	-0.1	-1.4	2	6	-3	102
COc1ccccc1NC(=S)N(Cc1ccc(C(=O)O)cc1)Cc1ccc(OC)c(OC)c1	-7	0	0.0	1	0.0	-0.9	2	14	3	97
COc1ccccc1Oc1cc(F)nc(N)n1	-2	2	-1.4	0	-0.2	3.1	-4	3	-1	104
Cc1ccccc1-c1nc(CN2CCC(C(=O)NCCCN3CC(C)CC(C)C3)CC2)c(C)o1 (stereo not drawn)	2	-3	0.7	2	0.7	-4.8	-1	-1	5	96
COC(=O)c1ccc(/C=N/OCC(=O)NCCc2ccc(OC)c(OC)c2)cc1	-5	-3	-2.4	3	0.3	-0.8	1	5	0	97
COc1cc(Cl)c(C)cc1NC(=O)Cc1cccs1	3	4	-2.0	3	0.0	0.1	-3	1	-17	96
CN(c1ccccc1)S(=O)(=O)c1ccc(C(=O)NCc2cccs2)cc1	-2	-3	-2.3	4	2.5*	0.3	-2	-2	-1	98
Cc1cc(C)c2[nH]c(=O)c(C(c3nnnn3CC3CCCO3)N3CCCC(C)C3)cc2c1 (stereo not drawn)	4	6	-0.3	2	-0.1	-1.4	3	13	-7	101
S=c1nc(C2CCCCC2)[nH][nH]1	-4	1	0.0	8	0.3	-2.7	3	-5	-2	97
COc1cc(CN2CCN(CC#Cc3ccccc3)CC2CCO)cc(OC)c1 (stereo not drawn)	-2	-2	-0.9	3	-0.2	-0.4	-1	-2	-2	100
CC/C(Cc1ccccc1)=N/NC(=O)CNC(=O)c1ccc(Cl)cc1Cl	-1	8	-5.0	-2	0.0	0.7	0	-2	-1	98
COc1cc(NC(=O)CSc2nc(C)cs2)cc(OC)c1	-2	6	0.2	4	0.2	-0.2	0	6	-2	96
COc1ccc(NS(=O)(=O)c2cccc(C(=O)Nc3cccc(C(=O)O)c3)c2)cc1	0	-2	-1.8	-3	-0.1	-0.5	2	-2	-7	97
CN(CCNC(=O)C1CCCN(c2ncnc3c2nc2n3CCCCC2)C1)Cc1ccccc1 (stereo not drawn)	4	-3	-1.6	-1	-0.8	-0.3	1	-1	1	100
CCOC(=O)C(C)c1ccc2cc(OC)ccc2c1 (stereo not drawn)	-6	3	-0.7	-10	-0.1	-0.9	2	9	-3	91
COc1ccccc1CNC(=O)COc1ccc(C)cc1	-2	3	-1.6	2	0.2	-0.6	-2	0	10	102
CN(Cc1ccccc1F)C(=O)CCNC(=O)c1ccc(C(C)(C)C)cc1	5	-3	0.5	-4	0.1	0.4	-1	-2	-1	91
Cc1ccc(S(=O)(=O)N2[C@@H](c3cccc(Cl)c3)C(C(=O)O)=CC[C@H]2c2cccc(C)c2)cc1	1	6	0.4	9	-0.1	0.9	-1	3	-4	95
CCC(CC)c1nnc(NC(=O)Oc2ccccc2)s1	7	4	0.6	15	-0.1	0.5	0	-8	-2	103
COc1ccc(CN2CCN(Cc3ccc(CO)o3)CC2CCO)cc1C (stereo not drawn)	14	-4	1.2	8	0.1	-0.4	-1	2	4	104
O=C(Nc1ccc(O)cc1C(=O)O)c1cccc(Br)c1	-5	-1	-1.6	2	-0.2	-2.0	1	-3	2	95
Cc1ccc(C)c(-n2c(N)c(C(N)=O)sc2=S)c1	-3	3	-0.2	0	3.6	-0.5	0	3	-2	98
CC(C)N1C(=O)CCC1C(=O)NCc1ccccc1Cl (stereo not drawn)	10	3	1.2	7	0.2	0.3	0	12	0	100
Cc1ccc(NNC(=O)C2CCC2)cc1C	-4	-3	-0.5	0	0.1	-0.2	0	3	-4	96
COc1ccc(CN(CCCN2CCOCC2)C(=O)Nc2cccc(Cl)c2)cc1OC	2	5	2.0	6	0.0	0.4	-5	1	-3	95
CCN(CC(=O)NCc1ccc(Cl)cc1)C(=O)CCc1ccccc1	0	3	0.0	1	0.1	-0.7	-2	3	14	97
NC(=O)c1ccccc1NC(=O)Nc1ccc(F)c(Cl)c1	-8	3	-2.0	8	-0.3	-1.4	0	0	-3	96

Some of these compounds in order of the MC4R antag cAMP value, lowest first:
Molecule	MC4R antag cAMP
CCC(CC)c1nnc(NC(=O)Oc2ccccc2)s1	-8
NC(=O)c1ccccc1NC(=O)Nc1ccc(F)c(Cl)c1	0
CCN(CC(=O)NCc1ccc(Cl)cc1)C(=O)CCc1ccccc1	3
CC(C)N1C(=O)CCC1C(=O)NCc1ccccc1Cl (stereo not drawn)	12

The list goes on:
SMILES	Cardio protect	HTR2A ag	MC4R ag barr	ABHD5 PLIN5 PPI	aDG glyco up	hiPSC survival	N-glyco inh	MC4R antag cAMP	Granule exo inh	ABCB6 inh MLPCN
CC(C)(C)OC(=O)C[C@H]1C/C=C\C[C@@H](CC(=O)N[C@H](CO)Cc2ccccc2)C(=O)NC[C@H](c2ccccc2)OC1=O	14	4	-0.7	-6	0.5	-2.2	1	3	18	95
CC1CCCC(NC(=O)c2cc(S(=O)(=O)N3CCOCC3)ccc2F)C1C (stereo not drawn)	-4	4	0.2	6	0.1	-0.4	-1	6	-3	98
CC(=O)C1=C(O)C(=O)N(c2ccc(O)cc2)C1c1ccc(F)cc1 (stereo not drawn)	-3	-6	-1.5	-8	0.0	-0.1	2	1	-12	97
CCn1c(-c2ccccc2)c(C(=O)CC#N)c2ccccc21	-4	-3	-2.1	7	0.1	0.5	2	-10	20	98
CSc1cccc(NC(=O)NCc2cccc(CNC(=O)Nc3cccc(SC)c3)c2)c1	15	-8	-2.7	-2	-0.1	-0.3	17	12	0	95
CN(CCOc1ccccc1)C(=O)c1ccc2c(=O)n3c(nc2c1)CCC3	4	-2	-2.4	-9	-0.3	1.4	1	13	7	93
CCc1nc2ccc(C(=O)N3CCCC(C(N)=O)C3)cn2c1N(C=O)CC (stereo not drawn)	3	-1	-1.0	-7	0.4	-3.2	-1	7	0	106
O=C(NN1CCOCC1)c1ccc(Br)cc1	0	5	1.9	2	-0.1	0.2	0	1	-2	101
Cc1ccc(C2=NNC(=O)C(c3c[nH]c4ccccc34)C2)cc1 (stereo not drawn)	-14	0	-2.8	2	0.5	1.2	1	14	17	97
CC(C)C(=O)N1CCC2(CC1)Oc1ccc(Cl)cc1C(=O)C21CC(c2cccnc2)=NO1 (stereo not drawn)	1	8	-0.9	7	-0.1	1.6	-3	10	-5	100
C[N+]1(CC(O)COCC2COc3ccccc3O2)CCOCC1 (stereo not drawn)	5	1	-0.8	12	0.7	-0.3	0	-12	15	88
Cc1cn(C2OC[C@@H](O)[C@@H]2CO)c(=O)[nH]c1=O (stereo partly drawn)	4	1	-0.6	-2	-0.1	-0.4	1	11	2	95
CCC(=O)N1CCc2cc(Br)c(S(=O)(=O)CCC(=O)NCCc3ccccc3)cc21	5	1	0.5	3	0.4	0.1	2	9	-8	97
O=C(CSc1nc2ccccc2c(=O)n1-c1ccc(F)cc1F)c1c[nH]c2ccccc12	-5	-7	-1.7	-1	0.1	-0.5	-1	-36	-14	98
Cc1ccc(C(=O)CSc2nnc(Cn3nnc4ccccc43)n2C)cc1	-2	6	2.1	16	0.1	-0.3	1	-8	3	101
CCN(CC)CCOC(=O)C(c1ccccc1)C1CCCCC1 (stereo not drawn)	-10	-7	4.0	-10	-0.2	-1.1	-4	4	2	100
Cc1ccc(NCc2cccc(B(O)O)c2)cc1	-6	3	0.5	1	0.1	1.2	0	-12	-4	99
CC(CN1CCCCC1)OC(=O)C1c2ccccc2Oc2ccccc21 (stereo not drawn)	18	0	0.4	4	-0.2	-1.1	·	3	0	92
O=C(O)C1CC1C(=O)N1CCN(c2ccc(Cl)c(Cl)c2)CC1 (stereo not drawn)	0	36*	0.1	12	-0.1	1.3	2	-1	1	94
COc1cc(OC)cc(-c2sc3ccc(OC)cc3c2-c2ccc3cc[nH]c3c2)c1	-11	7	-2.3	-12	-0.2	-2.1	0	13	8	99
COc1ccc(S(=O)(=O)N2CCOC23CCN(S(=O)(=O)c2ccc(F)cc2C)CC3)cc1	-5	-6	6.9	2	0.2	-0.2	-2	-7	0	94
Cc1cc(C(F)(F)F)n(-c2nc(C(=O)O)cs2)n1	2	1	-2.2	0	-0.1	-0.5	2	2	1	102
Cc1ccc2nc(C3CCN(CC(=O)N4CCCCCC4)CC3)[nH]c2c1	5	-4	-0.1	-1	-0.2	2.6	0	9	0	104
COc1ccc(C2=Nc3ccccc3N(C(=O)c3ccc(C(F)(F)F)cc3)C2C(=O)Nc2c(C)cccc2C)cc1 (stereo not drawn)	·	7	·	5	0.3	·	·	·	-5	·
COCCNS(=O)(=O)c1ccccc1	-7	3	-0.9	-1	-0.2	5.4	1	-5	4	90

Screening data from PubChem.
